# From PubChem BioAssay
# SSB-PriA inh: inhibitors of Klebsiella pneumoniae PriA binding to SSB C-terminal tail, primary screen, biochemical, AlphaScreen; inhibition, % at 33 µM; AID 1272365, 2023; hit rate 0.6% among 430,000; AlphaScreen SSBct-PriA binding, biotinylated peptide; in the data active = inhibition mostly above about 37%, no sharp cut-off; inactive = mostly below about 20%;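 note: plate controls were negative control peptide for no effect and reference peptide for full effect; strong numbers were not always called active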
# * hit, by the source's call; & = joins results of further samples. An excerpt (hit frequency here may not be typical).
SMILES,SSB-PriA inh
Cc1nc(C)c(C(=O)N2CCN(c3cnnc(N4CCOCC4)c3)CC2)s1,-6.0
O=C(NCCCc1ccccc1)C(=O)NCc1cccs1,-5.0
CCOc1ccc2nc(N(Cc3ccccc3)C(=O)c3ccnn3C)sc2c1,11.0
CC(C)(C)n1nc2c(c1N)CSC2,-9.0&12.0
COc1ccc(SCC(=O)Nc2nnc(-c3cc(C)n(C)n3)o2)cc1,-10.0
COc1ccc(Cl)cc1S(=O)(=O)N(C)C[C@H](O)Cn1c2ccccc2c2ccccc21,-4.0
CC(=O)Nc1ccc(C=NNC(=O)CCN2CCN(c3ccccc3)CC2)cc1,-9.4
O=C(Nc1cnc2cc(C(F)(F)F)nn2c1)C1(c2cccs2)CCCC1,9.0
COc1cccc([C@H](CNC(=O)C2(c3ccc(F)cc3)CC2)OC)c1,-12.0
O=S(=O)(NCCc1nc(C2CC2)cc(C(F)(F)F)n1)c1ccccc1F,-16.0
CC1=C(C(=O)Nc2nccs2)[C@H](c2ccco2)C(C#N)C(SCC(=O)Nc2ccc(C)cc2)=N1 (stereo not given in full),-14.0
C=CCN(CC=C)S(=O)(=O)c1ccc(C(=O)Nc2ccc3c4c(cccc24)CC3)cc1,-6.0
CN1CCN(/C=C(\C#N)C(=O)NCCc2ccccc2)CC1,3.0
CN(C)CCCN1C(=O)C(O)=C(C(=O)c2cc3ccccc3o2)[C@@H]1c1ccco1,-4.0
COc1ccc(C=c2sc3nc(-c4ccccc4)c(-c4ccccc4)n3c2=O)cc1,-3.2
Cc1ccc(S(=O)(=O)NN=Cc2cnn(C)c2C)cc1,13.4
CCOc1ccc2ccccc2c1C(=O)Nc1ccc(OC)c(N2CCCCC2=O)c1,-15.0
CCOc1ccccc1NC(=O)c1oc2ccc(C)cc2c1C,-14.0
CCOC(=O)c1ccc(N=Cc2ccccc2OC(=O)c2cc3ccccc3oc2=O)cc1,-12.0
Cc1cccc(C(=O)NNC(=O)c2cccn(Cc3ccc(Cl)c(Cl)c3)c2=O)c1,-4.0

# Part of the list above, set out differently.
molecule	SSB-PriA inh
COc1ccc(Cl)cc1S(=O)(=O)N(C)C[C@H](O)Cn1c2ccccc2c2ccccc21	-4.0
O=S(=O)(NCCc1nc(C2CC2)cc(C(F)(F)F)n1)c1ccccc1F	-16.0
CN(C)CCCN1C(=O)C(O)=C(C(=O)c2cc3ccccc3o2)[C@@H]1c1ccco1	-4.0
CCOc1ccc2ccccc2c1C(=O)Nc1ccc(OC)c(N2CCCCC2=O)c1	-15.0
CCOc1ccc2nc(N(Cc3ccccc3)C(=O)c3ccnn3C)sc2c1	11.0
COc1ccc(C=c2sc3nc(-c4ccccc4)c(-c4ccccc4)n3c2=O)cc1	-3.2

# Continued:
SMILES,SSB-PriA inh
O=C1NC(=NN=Cc2cccs2)SC1Cc1cccc(Cl)c1Cl (stereo not given),-6.7
O=S(=O)(O)Cc1cccc(F)c1,23.0
CCOc1cccc(C2C(=C(O)c3ccc4c(c3)CC(C)O4)C(=O)C(=O)N2CCN2CCOCC2)c1 (stereo not given),-1.3
CC(=O)Nc1ccc(C(=O)NCCNS(=O)(=O)Cc2ccccc2)cc1,-2.0
Cn1nc(C(=O)NCc2ccnc(-c3cccs3)c2)ccc1=O,-17.0
CCCN1CCCc2cc(CCNC(=O)CC(C)(C)C)ccc21,58.0*
CSc1cccc(NC(=O)N2CCN(c3cc(-n4cccn4)nc(C)n3)CC2)c1,-16.0
Cc1cc(C)n(CCNC(=O)c2cnn3c2OCCC3)n1,-19.0
Cc1ccc(CC(=O)N2CC(=O)Nc3ccccc32)cc1,-13.0
Nc1nc2ccccc2n1N=Cc1cccnc1,-7.6
O=C(CSc1nccn1-c1ccc([N+](=O)[O-])cc1)Nc1ccc(F)cc1F,31.0
Oc1cccc(C=NN2CCCCC2)c1O,-37.0
Cc1c(C(=O)NN=Cc2ccc(O)c(Br)c2)sc(N)c1C#N,5.6
CCC(C)NC(=O)c1sccc1S(=O)(=O)N1CCN(c2ccccc2)CC1 (stereo not given),1.0
CS(=O)(=O)N1CCC(C(=O)Nc2ccccc2-c2ccc(=O)[nH]n2)CC1,2.0
CCOc1ccc(C=NOCC(=O)Nc2ccc(OCc3ccccc3)cc2)cc1OC,-4.6
Cc1cc2ncc(NC(=O)c3cc(C)oc3C)cn2n1,10.0
COCCN1CCC(CNC(=O)c2ccc3c(c2)OCO3)CC1,-3.0
COc1ccccc1CCNC(=O)c1ccc(N2CCCCS2(=O)=O)cc1,11.0
N#Cc1cccnc1N1CCC(CNC(=O)c2ccsc2)CC1,0.0
Cc1cccc(C(N)=NOC(=O)c2cccnc2)c1,-24.6
Cc1ccc2[nH]c3c(=O)n(CC(=O)NCc4c(C)nn(C)c4C)cnc3c2c1,0.0
O=C(c1ccccc1S(=O)(=O)C(F)F)N(CCc1cccs1)Cc1ccco1,-9.0
O=C(NCc1ccc(C(=O)c2ccco2)s1)c1csc(-c2ccccc2)n1,-6.0
Cc1cccc(C=NNC(=O)c2cccc(NC(=O)c3ccccc3)c2)n1,6.1
O=C(Nc1cccc(Cl)c1)Nc1cccc(-c2csc(NC(=O)Nc3cccc(Cl)c3)n2)c1,12.0
CC(Cc1cccs1)NC(=O)CCCc1ccccc1 (stereo not given),-3.0
CS(=O)(=O)c1ccccc1NC(=O)c1ccc(Cl)s1,-14.0
Cc1ccc(C)c(-c2nnc(NC(=O)CSc3ccc(Cl)cc3)o2)c1,5.0
Oc1ccc(COc2cccc3cccnc23)c2cccnc12,32.4
O=C(NN=Cc1ccc(OCCCF)cc1)c1ccc(C(F)(F)F)cc1,-1.9
O=C(c1ccccc1F)N(CCc1cccs1)Cc1ccoc1,-2.0
O=C(NN=Cc1ccc(F)cc1)c1ccc(-n2cnnn2)cc1,1.0
Cn1nc(CNC(=O)c2cccs2)cc1-c1ccncc1,-16.0
Cc1ccc(-c2c(C#N)c(SCC(=O)c3ccccc3)nc3c2CCCC3)o1,1.0
CCOC(=O)c1[nH]c(C)c(C(C)=NO)c1C,12.3
O=C(Nc1nc(CC(=O)N2CCN(C(c3ccccc3)c3ccccc3)CC2)cs1)c1cnccn1,5.0
CSCCC(NC(C)=O)C(=O)N1CCCC(Oc2cccnn2)C1 (stereo not given),-1.0
COc1cc(OC)cc(C(=O)Nc2ccc3c(c2)C(=O)NCCO3)c1,-4.0
CN(C(=O)Cn1nc(C2CC2)c2cnn(-c3cccc(Cl)c3)c2c1=O)c1ccccc1,11.0
CS(=O)(=O)NC[C@]1(O)CCc2ccccc2C1,-5.0
COc1ccc(-c2noc(-c3cccn(CC(=O)Nc4ccc(C(C)=O)cc4)c3=O)n2)cc1OC,-8.0
CC(C)(Oc1ccc(Cl)cc1)C(=O)Nc1cnc(-n2cccn2)nc1,-12.0
Cc1cc(C)c(N2CCN(C[C@H](O)COc3ccc4ccccc4c3)CC2)c(C)c1,-6.0
Cc1ccc(-n2ncc3c(C)nnc(SCC(=O)Nc4ccccc4F)c32)cc1C,-14.0
COc1ccc(C(=O)NCc2nnc(SCC(=O)Nc3nc4ccccc4s3)n2C2CCCCC2)cc1,-4.0
COC(=O)c1sc2ccccc2c1NC(=O)c1cc(C)no1,8.0
COc1ccc(C2C(=C(O)c3ccccc3)C(=O)C(=O)N2c2ccccn2)cc1OC (stereo not given),-11.0
NC(=O)c1c(NC(=O)c2ccc(S(=O)(=O)N3CCCc4ccccc43)cc2)sc2c1CCCCC2,-13.0
CCS(=O)(=O)c1nc(S(=O)(=O)c2ccc(Cl)cc2)c(N2CC(C)OC(C)C2)s1 (stereo not given),-18.0

# The list goes on:
SMILES,SSB-PriA inh
O=C(Nc1nc(-c2ccccn2)cs1)c1ccc(N2CCOCC2)nc1,94.8*
Nc1nc(SCc2ccccc2Cl)[nH]c(=O)c1NC(=O)c1ccccc1,-11.0
Cc1cc(-c2nnc(NC(=O)Cc3ccc4c(c3)OCO4)o2)n(C)n1,15.0
NC(=O)c1ccccc1NC=CC(=O)c1cccs1,-13.5
Cc1nn(CCNC(=O)c2cccs2)c(C)c1Cl,-12.0
O=C(Nc1nc(-c2ccccn2)cs1)c1coc2ccccc2c1=O,-5.0
COc1ccccc1C=NNC(=O)c1nnn(-c2nonc2N)c1-c1ccccc1,6.2
O=C(CSCc1ccccc1Br)NN=Cc1ccccc1C(=O)O,-9.7
O=c1c2cnn(CCO)c2ncn1Cc1c(F)cccc1Cl,-11.0
Cc1ccc(C(=O)Cn2nc(-c3ccccc3)c3sc(N4CCOCC4)nc3c2=O)c(C)c1,3.0
O=C(Nc1nc(-c2ccccn2)cs1)NC1CCCC1,130.0*
CCOC(=O)c1ccccc1NC(=O)CSc1nnc(NC(=O)Nc2ccc(OC)cc2)s1,-7.0
O=C(CN1CCN(CC(O)c2ccco2)CC1)N1CCc2ccccc21 (stereo not given),-7.0
CCn1nc(C(=O)N(CC2CCCO2)c2nc3c(OC)ccc(Cl)c3s2)cc1C (stereo not given),-14.0
COc1ccc(S(=O)(=O)C2CN(C(=O)c3c(C)noc3C)C2)cc1,-6.0
CC(C)(C)c1ccc(NC(=O)N(Cc2ccsc2)Cc2ccco2)cc1,-18.0
Cn1cccc1CN(Cc1cccs1)C(=O)COc1cccc2c1OC(C)(C)C2,-4.0
COc1cc(S(=O)(=O)N2CCN(c3ccccc3)CC2)c(C)cc1Br,-1.0
CNCCCNC(=O)c1ccc(C=NO)nc1,5.1
CCOC(=O)c1sc2ncn(N=Cc3ccc(O)cc3)c(=O)c2c1C,0.2

# 3 compounds drawn at random from the list so far:
SMILES,SSB-PriA inh
O=C(Nc1nc(-c2ccccn2)cs1)NC1CCCC1,130.0*
COc1ccc(S(=O)(=O)C2CN(C(=O)c3c(C)noc3C)C2)cc1,-6.0
O=C(CN1CCN(CC(O)c2ccco2)CC1)N1CCc2ccccc21 (stereo not given),-7.0

# Later entries
SMILES,SSB-PriA inh
O=C(CSc1ccc(S(=O)(=O)c2cccc(F)c2)nn1)N1CCN(c2ccccc2)CC1,3.0
Cn1/c(=N/N=C\c2cc(Br)ccc2O)sc2ccccc21,-10.0
NS(=O)(=O)c1ccc(NC(=O)CSc2nnnn2-c2cccc3ccccc23)cc1,13.0
O=C(CSc1ccc(F)cc1)Nc1cnn(CC2COc3ccccc3O2)c1 (stereo not given),4.0
COc1ccc(S(=O)(=O)Nc2ccc3c(c2)CCC(=O)N3)c(C)c1,3.0
O=C(CNCCO)N1N=C(c2cccs2)CC1c1cn(-c2ccccc2)nc1-c1ccccc1 (stereo not given),-7.0
CN(CCO)CC1COCCN1C(=O)Cc1ccc(F)cc1 (stereo not given),-15.0
O=C(Nc1ccc(OC(F)(F)F)cc1)c1cc2cccnc2n(Cc2ccccc2)c1=O,-9.0
CC1(C)Cc2cccc(OCC(=O)N3CCC(Oc4cccnn4)CC3)c2O1,9.0
O=S(=O)(NCCn1ccn2nccc12)c1ccc2c(c1)CCO2,2.0

# Next section (six carried over from the part before).
SMILES,SSB-PriA inh
COc1ccc(S(=O)(=O)Nc2ccc3c(c2)CCC(=O)N3)c(C)c1,3.0
O=C(CNCCO)N1N=C(c2cccs2)CC1c1cn(-c2ccccc2)nc1-c1ccccc1 (stereo not given),-7.0
CN(CCO)CC1COCCN1C(=O)Cc1ccc(F)cc1 (stereo not given),-15.0
O=C(Nc1ccc(OC(F)(F)F)cc1)c1cc2cccnc2n(Cc2ccccc2)c1=O,-9.0
CC1(C)Cc2cccc(OCC(=O)N3CCC(Oc4cccnn4)CC3)c2O1,9.0
O=S(=O)(NCCn1ccn2nccc12)c1ccc2c(c1)CCO2,2.0
CC(C)S(=O)(=O)c1cccc(C(=O)Nc2ccc(S(C)(=O)=O)cc2)c1,-15.0
Cc1cc(C)cc(-n2ncc3c(NC[C@H](C)O)ncnc32)c1,-18.0
O=C(c1cccc(C(F)(F)F)c1)N(CCc1cccs1)C1CCOCC1,-13.0
O=C(NCCc1ccc(N2CCCC2)cc1)c1ccc(C(F)(F)F)cc1,-15.0
Cc1cc(C)n(N=Cc2c[nH]c3ccccc23)c(=O)c1C#N,-2.3
CCCC(=NNC(=O)c1ccccc1Cl)c1ccccc1,3.6
CS(=O)(=O)N1CCCC1C(=O)Nc1ccc(-c2nc3ccccc3[nH]2)cc1 (stereo not given),-7.0
O=C(Nc1ccon1)C(=O)NC1CCCCC1,-5.0
CC(C)c1ccc(-n2c(O)c(C=NNC(=O)c3ccccc3O)c(=O)[nH]c2=S)cc1,-6.7
Cc1ccc(NC(=O)N(C2=NCCC2)c2cccc(C)c2C)cc1,-10.0
Cc1ccccc1NC(=O)CC1SC(=Nc2nccs2)N(C)C1=O (stereo not given),0.0
O=C(Cn1cccc1)N1CCc2nc3ccc(Cl)cn3c(=O)c2C1,-2.0
NNC(=O)CCn1c2c(c3ccccc31)CCCC2,13.0
CCOc1ccc(N2CCn3c2nn(CC(=O)Nc2cc(C)on2)c(=O)c3=O)cc1,7.0
CN/N=C1/CCC2C3CCc4cc(O)ccc4C3CCC12C (stereo not given),10.0
Cc1cccc(N2CCN(C(=O)c3ccc(Cn4c(=O)[nH]c5ccsc5c4=O)cc3)C[C@@H]2C)c1,15.0
O=c1cc(-c2ccc(F)cc2)nc(SCc2nc(-c3ccc(Cl)cc3)no2)[nH]1,8.0
Cc1ccc(-n2c(=O)c3ccccc3c3ccccc3c2=O)c(C)c1,-10.0
Cc1ccc(C)c(NC(=O)c2nnn(Cc3nc(-c4ccccc4C)oc3C)c2C)c1,-8.0
CNC(=O)/C(C#N)=C1\S[C@H](NC(=O)Cc2ccc(Br)cc2)C(=O)N1c1ccccc1,-6.0
Cn1cccc1C(=O)NN=Cc1c(Cl)cccc1Cl,-6.1
COc1ccccc1N1CC(O)(c2ccc(OC(F)F)cc2)[N+]2=C1CCCCC2 (stereo not given),-3.0
O=C(Nc1ccc(F)cc1F)C(=O)NC1CCCCC1,-6.0
CS[C@H]1CCN(C(=O)c2ccco2)C1,-14.0
COc1cc(C=NS(=O)(=O)c2ccccc2)cc(OC)c1O,-3.7
CCOC(=O)c1ccc(NC(=O)CSc2ccc(Cl)cc2)cc1,-14.0&-6.0
NS(=O)(=O)c1ccc(CCNC(=O)c2csc3nc(-c4ccc(F)cc4)cn23)cc1,5.0
N#Cc1cccc(C(=O)N(Cc2ccsc2)C2CC2)c1,14.0
C#CCOc1c(Br)cc(C=NNC(=O)CN2CCOCC2)cc1OCC,-6.7
Cc1cc(NC(=O)CCCS(=O)(=O)c2ccc(Cl)cc2)n(C(C)C)n1,-9.0&-2.0
